FUS yeast rescue: rescues growth of FUS-expressing yeast. S. cerevisiae FUS-expressing, growth rescue, OD600, 24 h. Potency, µM (doses to about 76.6 µM), inactives show at the top dose growth rescue (activation), actives largely listed as activators. 0.24% of 390,000 active;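 note: plate controls were DMSO vehicle for no effect and reference control for full effect; nearly all actives have a fitted effect of over 55% in size; some results filed as inactive show a strong effect at the top dose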
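Absorbance at 600 nm, taken 24hr after compound addition, measured rescue of FUS-yeast growth at 30C. Induction used 2% galactose with seeding at OD 0.005. Controls: CP55940 from 92uM final, DMSO only.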
TDP-43 yeast inh: inhibitors of TDP-43 toxicity in yeast. TDP-43 expressing yeast growth rescue, BacTiter-Glo, 24 h. Potency, µM (top dose mostly 46.1 µM), for the others: at the highest dose growth rescue (activation), usual class: activators. 1.8% of 410,000 active. AID 652104; note: % of control where 0% means no effect; nearly all actives have a fitted effect of over 50% in size
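Luminescence from BacTiter-Glo reports growth of TDP-43-expressing yeast after 24 hr at 30 deg C with compound. Cells were raffinose-pregrown to mid-log, then seeded in galactose medium at OD600=0.02.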
PTHR1 agonist: PTHR1 (human) receptor agonism; Potency, µM (series often up to 115 µM), inactives show at the top dose activation, hits mostly activators; Q03431; 0.075% of 410,000 active; HEK293 GP2 PTHR1 cells, GloSensor cAMP luminescence, 1 h; note: nearly all actives have a fitted effect of over 55% in size; some results filed as inactive show a strong effect at the top dose; inactives centre near -15; many of its hits are not listed in these tables
Target sequence (Q03431 whole entry, looked up): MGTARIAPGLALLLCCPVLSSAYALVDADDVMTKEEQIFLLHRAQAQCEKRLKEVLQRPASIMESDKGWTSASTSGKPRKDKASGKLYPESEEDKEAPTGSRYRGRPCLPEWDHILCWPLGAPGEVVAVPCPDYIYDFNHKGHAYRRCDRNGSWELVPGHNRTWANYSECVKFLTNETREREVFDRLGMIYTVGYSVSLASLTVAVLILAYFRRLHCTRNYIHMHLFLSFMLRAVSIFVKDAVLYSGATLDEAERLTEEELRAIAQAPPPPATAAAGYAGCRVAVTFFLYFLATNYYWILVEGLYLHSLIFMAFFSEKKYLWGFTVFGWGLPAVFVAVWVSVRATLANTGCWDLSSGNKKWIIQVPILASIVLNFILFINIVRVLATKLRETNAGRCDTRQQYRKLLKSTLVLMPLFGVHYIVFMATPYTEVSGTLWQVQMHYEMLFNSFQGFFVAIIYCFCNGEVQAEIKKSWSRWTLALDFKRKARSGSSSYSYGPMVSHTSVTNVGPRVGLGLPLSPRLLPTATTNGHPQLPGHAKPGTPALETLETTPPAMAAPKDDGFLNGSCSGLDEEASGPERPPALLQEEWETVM
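HEK-293-derived GP2 cells expressing PTHR1 and a GloSensor cAMP reporter, 3,000/well, plated overnight, given luciferin plus IBMX (each 0.5 mM as added) for 1 h at 37 °C, then compound for 1 h at 37 °C. Luminescence was read after 15 min at room temperature.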
* = called active by the depositor; i = inactive; u = inconclusive; [ ] = another dose, or the depositor's remark. Calls come from the whole dose curve; as a rule, active = well fitted curve in the direction sought with a large enough effect; inconclusive = small, poorly fitted or top-dose-only effect, or another doubt; inactive = no such curve, though single readings can be large; an effect the other way counts as inactive or inconclusive. Potency is the fitted concentration of half-maximal effect.

SMILES | FUS yeast rescue | TDP-43 yeast inh | PTHR1 agonist
COc1cc(NS(=O)(=O)c2ccc(NC(=O)COc3ccc(Cl)cc3Cl)cc2)nc(OC)n1 | 24.0% | 21.5% | i
Cc1ccc(NC(=O)Cn2c(-c3cncs3)nc3ccccc32)c(Br)c1 | 8.0% | 11.9% | -5.8%
CCc1ccc(NC(=O)CSC2=Nc3ccccc3C3=NC(CCC(=O)NCCc4ccccc4)C(=O)N23)cc1 (stereo not drawn) | 25.0% | u | -14.3%
COc1ccc2c(c1)-c1nc(NC(=O)c3ccc(OC)c(Br)c3)sc1CC2 | 23.2% | -4.6% | -7.0%
CCOC(=O)c1[nH]c(C)c(CCC(=O)Nc2cc(Cl)c(OC)cc2OC)c1C | 32.6% | 10.2%[9.22 µM] | -8.6%
CCOc1ccccc1Nc1sc(C(=O)c2ccccc2)c(N)c1C(=O)Nc1ccccc1 | u | 16.6% | -10.5%
CCCCc1ccc(NC(=O)CSc2nnc3[nH]c(=O)cc(C)n23)cc1 | 4.6% | 0.0% | i
Cc1cccc(C)c1Nc1c(-c2ccccn2)nc2ccc(Cl)cn12 | -0.2% | 12.0% | -95.3%[inhibitor]
CCOC(=O)c1cc(S(=O)(=O)NCc2ccc(OC)cc2)[nH]n1 | 8.5% | 25.4% | i
Cc1nn(CCCC(=O)NCc2ccccc2Br)c(=O)c2c1sc1ccccc12 | 15.7% | 6.0% | i
Cc1cc(NC(=O)c2ccccc2F)ccc1-c1nc2ccccc2s1 | -16.6% | 14.4% | -20.5%
O=C(NCCN1CCCCC1)c1ccc(Cn2c(SCc3ccc(F)cc3)nc3cccnc32)cc1 | -19.7% | 13.7% | -27.3%
CC1N=C2c3ccccc3N=C(SCC(=O)NCCc3ccccc3)N2C1=O (stereo not drawn) | 6.7% | 9.3% | -17.8%
COc1ccc(C2=NN(CC(=O)NCCc3ccccc3)C(=O)CC2)cc1 | 11.4% | 4.7% | 9.9%
COc1ccc(-n2cc(-c3ccc4c(c3)OCO4)n(CC(=O)Nc3cccc(C)c3)c2=O)cc1 | 18.5% | -11.1% | i
COc1ccc(Nc2nc3c(S(=O)(=O)c4ccc(C)cc4)nnn3c3ccsc23)cc1Cl | -4.6% | 6.3% | i
O=S(=O)(NCCc1csc2nc(-c3ccccc3)nn12)c1ccc(Oc2ccccc2)cc1 | 20.2% | 20.8% | -10.0%
Cc1nc2ccccc2c(=O)n1-c1ccc(NC(=O)c2ccc([N+](=O)[O-])cc2)cc1 | 9.5% | 10.9% | -18.3%
COCCn1ccc2c(OCC(=O)Nc3c(C)cc(C)cc3C)cccc2c1=O | 1.3% | 21.3% | i
CCOC(=O)c1[nH]c(C)c(CCC(=O)N2CCN(c3ccccc3)CC2)c1C | 7.7% | 1.5%[9.22 µM] | i
O=C(NCCc1ccc(Cl)cc1)C1COc2ccccc2C1 (stereo not drawn) | -5.5% | 2.6% | -40.6%[inhibitor]
Cc1nc2nc(C)c(NS(=O)(=O)c3ccc(F)cc3)c(=O)n2[nH]1 | -14.4% | 17.4% | -8.7%
Cc1ccc(Cn2cnc3nc4c(cc3c2=O)CC(C)CC4)cc1 (stereo not drawn) | 22.2% | -21.8% | -41.9%[inhibitor]
CCOC(=O)c1ccc(NC(=O)CC2C(=O)N(c3ccccc3)C(=O)N2C2CCCCC2)cc1 (stereo not drawn) | 17.7% | -9.2% | -1.1%
Cc1ccc(NC(=O)CCn2nc(C)c3c(C)n(-c4ccccc4)nc3c2=O)cc1Cl | -19.2% | -8.5% | -21.1%

New compounds follow
SMILES | FUS yeast rescue | TDP-43 yeast inh | PTHR1 agonist
COCCCN1C(=O)c2ccccc2CC1(C)C(=O)NC1CCCCC1 (stereo not drawn) | 1.7% | 3.9% | i
Cc1cccc(N2CCN(S(=O)(=O)c3ccc(F)c(C(=O)Nc4ccc(C(C)C)cc4)c3)CC2)c1C | 26.3% | 13.6% | i
CCC(=O)N1CCc2cc(Br)cc(S(=O)(=O)CCC(=O)Nc3cccc(CC)c3)c21 | -5.0% | 9.5% | i
Cc1ccc(C(=O)Nc2ccc(Br)cc2)cc1S(=O)(=O)NCc1ccccc1 | -11.0% | u | -44.6%
Cc1ccc(NC(=O)C2CCN(S(=O)(=O)c3c(C)noc3C)CC2)cc1 | -7.2% | 8.2% | -17.2%
Cc1ccc(S(=O)(=O)N2CCCc3cc(NC(=O)c4ccc(C(C)(C)C)cc4)ccc32)cc1 | 33.6% | 17.7%[9.22 µM] | i
CCOc1ccc(CCNC(=O)c2ccc(-c3nc(CSc4ccccc4)c(C)o3)cc2)cc1 | -4.1% | -6.2% | i
Cc1ccc(CN2C(=O)C(O)(c3c(C)[nH]c4ccccc34)c3ccccc32)cc1 (stereo not drawn) | 12.3% | 11.2% | -20.1%
CCOc1cc(C(=O)NCc2ccc3c(c2)CCN3C(=O)c2ccc(F)cc2)cc(OCC)c1OCC | -0.2% | 14.2% | 2.1%
Cc1cc(C)cc(NC(=O)C2CCCN(C(=O)c3cnn(-c4ccccc4)c3-n3cccc3)C2)c1 (stereo not drawn) | u | 0.0% | -19.0%
COc1ccccc1N1CCN(S(=O)(=O)c2c(C)sc3ncn(CC(=O)Nc4cccc(Cl)c4)c(=O)c23)CC1 | -9.8% | 8.3% | i
COc1cc(C2C(=O)N(C3CCCCC3)CC(=O)N2Cc2ccc(C)cc2)ccc1OC(C)C (stereo not drawn) | 28.7% | -0.9% | 21.4%
O=S(=O)(NCc1ccc(F)cc1)c1ccc(N2CCCCS2(=O)=O)cc1 | -2.8% | 11.8%[9.22 µM] | -94.7%[inhibitor]
Cc1cccc(Cc2c(C)nc3nc(SCC(=O)NC4CCCCC4)nn3c2C)c1 | 43.4% | 20.4% | -13.7%
COC(=O)CC1Oc2ccc(Cl)cc2-n2cc(-c3ccc(C)cc3)nc21 (stereo not drawn) | -0.6% | -0.6% | -53.5%[inhibitor]
CCOC(=O)c1cc(-c2ccc(OC)cc2)n(CCC(=O)NC2CCCCC2)c1C | 16.9% | 4.5% | -2.3%
Cc1cc(C)c2oc(C(=O)Nc3sc4c(c3C(=O)NCc3ccco3)CCCC4)cc(=O)c2c1 | -29.4% | 16.3% | i
COC(=O)c1scc(-c2ccc(C)cc2)c1S(=O)(=O)Nc1ccc(OC(F)(F)F)cc1 | 1.7% | -0.1% | -34.1%[inhibitor]
CCCCCOc1ccccc1Cn1c(=O)oc2ccc(C)cc21 | 0.0% | 3.4% | i
COc1cc(C2c3c(oc4ccccc4c3=O)C(=O)N2c2nncs2)cc(OC)c1OC (stereo not drawn) | 2.5% | -30.8%[inhibitor] | u
CCc1ccccc1NC(=O)c1ccc2c(O)c(S(=O)(=O)c3ccccc3)c(=O)[nH]c2c1 | -13.7% | u | i
COc1cccc(NS(=O)(=O)c2ccc3c(c2)n(C)c(=O)n3C)c1 | 5.6% | 6.7% | -33.3%[inhibitor]
COc1ccc(CCN2CCC(CNC(=O)c3cnn(-c4ccccc4)c3C3CCN(C(=O)OC(C)(C)C)CC3)CC2)cc1 | 19.2% | 3.0% | i
Cc1ccccc1CNC(=O)c1ccc2c(c1)N(Cc1ccccc1)CCS2 | 11.6% | -7.2% | -13.6%
Cc1ccc(CNC(=O)Cn2ncc3c([nH]c4ccc(C)cc43)c2=O)cc1 | -9.9% | 10.9% | i

Retrieved by compound from above:
SMILES | FUS yeast rescue | TDP-43 yeast inh | PTHR1 agonist
Cc1cc(C)c2oc(C(=O)Nc3sc4c(c3C(=O)NCc3ccco3)CCCC4)cc(=O)c2c1 | -29.4% | 16.3% | i
COc1ccc(CCN2CCC(CNC(=O)c3cnn(-c4ccccc4)c3C3CCN(C(=O)OC(C)(C)C)CC3)CC2)cc1 | 19.2% | 3.0% | i
COc1cc(C2C(=O)N(C3CCCCC3)CC(=O)N2Cc2ccc(C)cc2)ccc1OC(C)C (stereo not drawn) | 28.7% | -0.9% | 21.4%
CCCCCOc1ccccc1Cn1c(=O)oc2ccc(C)cc21 | 0.0% | 3.4% | i
COC(=O)CC1Oc2ccc(Cl)cc2-n2cc(-c3ccc(C)cc3)nc21 (stereo not drawn) | -0.6% | -0.6% | -53.5%[inhibitor]
COCCCN1C(=O)c2ccccc2CC1(C)C(=O)NC1CCCCC1 (stereo not drawn) | 1.7% | 3.9% | i

Continuation:
SMILES | FUS yeast rescue | TDP-43 yeast inh | PTHR1 agonist
CC(C)NC(=O)N1[C@H](c2cccs2)[C@@H](C)C(=O)[C@@H](C)[C@@H]1c1cccs1 | -12.3% | 24.5%[9.22 µM] | -15.6%
O=S1(=O)c2ccccc2N(Cc2cccc(Cl)c2)c2ccccc21 | 19.2% | u | -12.1%
O=C(NCc1ccc(F)cc1)C1CCN(c2ncnc3c2nc2n3CCCCC2)CC1 | 1.3% | -10.4% | -19.2%
CCOC(=O)c1c(NC(=O)CS(=O)(=O)c2ccc(C)cc2)sc2c1CCC(C)C2 (stereo not drawn) | 23.6% | 8.2% | i
Cc1ccc(/C=C/C(=O)Nc2ccc3nc(N4CCC(C)CC4)cc(C)c3c2)cc1 | 15.1% | -18.0% | -11.2%
CC(=O)N1c2c(cc(Br)cc2S(=O)(=O)N2CCN(c3ccccc3)CC2)CC1C (stereo not drawn) | u | u | -93.6%[inhibitor]
CCN(C(=O)c1nn(-c2ccc(OC)c(Cl)c2)c(=O)c2c1c1ccccc1n2C)c1cc(OC)ccc1OC | -17.5% | -1.9% | -1.1%
CC1CCN(CC2CCN(C(=O)Nc3ccc(Br)cc3F)CC2)CC1 | -11.4% | -3.6% | -9.2%
COc1cccc(CNC(=O)CCS(=O)(=O)c2cc3c4c(c2)CCN4C(=O)CC3)c1 | 22.6% | 1.1% | i
CC(C)c1ccc(NC(=O)Cn2cc(S(=O)(=O)N3CCN(c4ccccc4F)CC3)c3ccccc3c2=O)cc1 | -3.8% | 12.4% | i
Cc1c(Cl)cccc1NC(=O)c1ccc2c(c1)CCCN2S(C)(=O)=O | 11.5% | 9.3% | -43.5%[inhibitor]
Cc1ccc(Cn2ccnc2SCC(=O)Nc2ccc3c(c2)OCO3)cc1 | 44.5% | 24.3% | -64.8%[inhibitor]
COc1cc(CCNC(=O)c2ccc3c(c2)c(C)c(C)n3Cc2cccc(C)c2)cc(OC)c1OC | u | 6.5% | -1.1%
O=C(C1CCN(S(=O)(=O)Cc2ccccc2)CC1)N1CCN(c2cccc(Cl)c2)CC1 | 4.5% | u | i
CCc1ccc2c(c1)NC(c1ccc(OC)cc1)=NC(c1ccncc1)=N2 | 20.9% | 0.5% | i
CNS(=O)(=O)c1cn(CC(=O)Nc2cccc(C(F)(F)F)c2)cc1S(=O)(=O)NC | 0.4% | 6.9% | i
O=C(Nc1cccc(F)c1)c1ccc2c(c1)N(Cc1ccccc1)C(=O)c1ccccc1S2(=O)=O | -15.9% | 16.3% | -1.5%
CCOc1ccccc1CNC(=O)c1ccc2nc(CCc3ccccc3)oc2c1 | 15.5% | 20.3% | -16.8%
N#C/C(=C/c1cn(Cc2ccc(F)cc2)c2ccccc12)C(=O)Nc1cccc(Cl)c1 | 12.6% | 17.5% | -10.7%
COc1ccccc1OCC(=O)N1CCC(c2nc3ccccc3o2)CC1 | 19.0% | 24.0% | i
COc1ccc(-c2nc3c(c(SCC(=O)Nc4ccccc4F)n2)Cc2cc(C)ccc2O3)cc1 | -17.8% | u | i
Cc1c(C(=O)Nc2ccc(F)cc2)sc2nc[nH]c(=O)c12 | -4.8% | 8.4% | i
Cc1ccc(-n2c(SCC(=O)Nc3cccc(Cl)c3)nc3n[nH]c(C)c3c2=N)cc1 | -4.2% | 12.9% | i
COc1ccc(N2CCN(C(=O)c3cc4cc5ccc(Cl)cc5nc4o3)CC2)cc1 | -19.8% | -3.2% | -18.1%
COc1ccc(NC(=O)Cn2c(=O)n(Cc3ccco3)c(=O)c3sc4ccccc4c32)cc1Cl | 0.8% | -1.6% | i
COc1ccc(-c2nc3sc(CCNC(=O)C(=O)Nc4cccc(NC(C)=O)c4)c(C)n3n2)cc1 | 9.0% | 9.9% | -2.8%
CCOC(=O)N1CCc2c(sc(NCc3sccc3C)c2C(=O)Nc2cc(Cl)ccc2OC)C1 | 4.4% | 0.0% | -12.4%
O=c1n(Cc2ccc(Cl)cc2)c2ccccc2c2nc(-c3ccccc3)nn12 | -0.3% | -8.5% | -20.7%
COCCCNC(=O)Cn1c(=O)n(-c2ccc(Cl)cc2)c(=O)c2c3c(sc21)CCCCC3 | -21.3% | 23.1% | i
Cc1ccc(-c2noc(-c3nnn(CC(=O)Nc4cc(Cl)ccc4C)c3N)n2)cc1 | 18.4% | 4.3% | -20.1%

Two compounds from above, limited to PTHR1 agonist and TDP-43 yeast inh:
compound | PTHR1 agonist | TDP-43 yeast inh
COCCn1ccc2c(OCC(=O)Nc3c(C)cc(C)cc3C)cccc2c1=O | i | 21.3%
O=c1n(Cc2ccc(Cl)cc2)c2ccccc2c2nc(-c3ccccc3)nn12 | -20.7% | -8.5%

Compound activity (PubChem)

This is a subset; count on the stated rates, not on these rows.
